# 12-LOX inh: blocks human arachidonate 12S-lipoxygenase | P18054 | purified 12hLO, xylenol orange hydroperoxide absorbance | Potency, µM (doses to about 108 µM), for inactives: at the top dose activity change, negative = inhibition, hits mostly inhibitors | 1.1% of 580,000 active | AID 1671190; also: % is scaled to controls: 0 for no effect and ±100 for the full control effect
#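 Purified human 12hLO at 150 nM in 25 mM Hepes, 0.01% Triton X-100, pH 7.0, preincubated 15 min at room temperature with compound. Reaction started with 40 uM arachidonic acid, 30 min at room temperature. Hydroperoxide measured by Fe-xylenol orange, 573/405 nm absorbance ratio.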
# GLS inh: inhibitors of human glutaminase (GLS). GLS enzymatic activity, qHTS titration. AID 624170. Potency, µM (titrated, usually from 45.5 µM), inactives show at the top dose activity change, negative = inhibition, most hits filed as inhibitors. O94925. 0.21% of 410,000 active; also: % is scaled to controls: 0 for no effect and ±100 for the full control effect
# Target sequence (O94925 whole entry, looked up): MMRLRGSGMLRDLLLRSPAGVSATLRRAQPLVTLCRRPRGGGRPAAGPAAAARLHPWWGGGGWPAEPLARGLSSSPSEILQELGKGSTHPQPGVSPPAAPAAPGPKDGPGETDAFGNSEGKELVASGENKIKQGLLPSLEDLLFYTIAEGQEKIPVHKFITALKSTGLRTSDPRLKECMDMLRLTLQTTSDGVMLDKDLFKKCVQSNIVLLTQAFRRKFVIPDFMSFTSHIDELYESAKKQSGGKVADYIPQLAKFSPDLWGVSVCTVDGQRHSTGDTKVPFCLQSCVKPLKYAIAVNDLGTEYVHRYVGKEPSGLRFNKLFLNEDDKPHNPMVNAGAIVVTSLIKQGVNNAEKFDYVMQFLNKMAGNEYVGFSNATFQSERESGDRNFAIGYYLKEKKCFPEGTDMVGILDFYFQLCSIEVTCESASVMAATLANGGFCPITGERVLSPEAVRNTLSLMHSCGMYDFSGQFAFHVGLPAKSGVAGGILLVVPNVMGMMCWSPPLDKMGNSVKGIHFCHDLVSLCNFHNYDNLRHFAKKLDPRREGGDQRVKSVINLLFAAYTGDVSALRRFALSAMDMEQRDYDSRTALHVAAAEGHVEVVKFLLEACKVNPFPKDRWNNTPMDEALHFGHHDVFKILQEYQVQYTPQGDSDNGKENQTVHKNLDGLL
#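 Glutamate formation by hKGA was monitored fluorometrically using coupled glutamate oxidase, HRP and Amplex Red. Substrate was added as 1 mM L-glutamine solution; incubation was 30 min at RT after an initial read.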
# JMJD2A Tudor: JMJD2A Tudor domain (human) inhibition; O75164; AlphaScreen JMJD2A-Tudor / H3K4me3 peptide binding; Potency, µM (titrated, usually from 114 µM), inactives show at the top dose activity change, negative = inhibition, actives largely listed as inhibitors; 4.4% of 390,000 active; AID 504339; also: % is scaled to controls: 0 for no effect and ±100 for the full control effect; nearly all actives have a fitted effect of over 50% in size
# Pin1 inh: blocks the human prolyl isomerase Pin1; Q13526; Pin1 FP peptide displacement, HiFluor488, 10 min; Potency, µM (titrated, usually from 115 µM), without a hit: top-dose activity, negative = inhibition, actives largely listed as inhibitors; 0.009% of 390,000 active; active = well fitted inhibition curve with a large enough effect in the polarisation, with a control signal flat, not every such curve was filed as active; inconclusive = small, poorly fitted or top-dose-only effect, or effect the other way, or a change in a side signal; inactive = no such curve, though single readings can be large or run the other way; the % refers to the polarisation; also: % is scaled to controls: 0 for no effect and ±100 for the full control effect
# Tb PGK inh: inhibitors of T. brucei phosphoglycerate kinase; Potency, µM (titrated, usually from 57.5 µM), without a hit: at the top dose activity change, negative = inhibition, hits mostly inhibitors; AID 602233; 0.043% of 380,000 active; P07378; PGK/GAPDH coupled, Kinase-Glo luminescence, 60 min; also: % is scaled to controls: 0 for no effect and ±100 for the full control effect; nearly all actives have a fitted effect of over 60% in size
#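 Luminescent ATP detection (Kinase-Glo Plus) follows a 60-minute room-temperature incubation, with wells lacking PGK as controls. Buffer: 100 mM TEA (pH 7.6), 5 mM MgCl2, 0.01% Tween-20. Coupling enzyme GAPDH (100 nM final) supplies unstable 1,3-BPG in-well.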
# rTrxR1 inhibitor: blocks rat thioredoxin reductase 1. recombinant rTrxR1, NADPH fluorescence consumption, selenite substrate. AID 588453. 1% of 390,000 active. Potency, µM (highest dose often 114 µM), without a hit: at the top dose activity change, negative = inhibition, usual class: inhibitors; also: % is scaled to controls: 0 for no effect and ±100 for the full control effect; nearly all actives have a fitted effect of over 65% in size
#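 Rat TrxR1 (90 nM in the dispensed reagent) was pre-reduced with 400 uM NADPH for 5 min at room temperature, then incubated with compound for 15 min. After 400 uM selenite was added, NADPH fluorescence (Ex 340/Em 450 nm) was followed for 8 min.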
# ERG Ets-DNA blk: blocks human ERG Ets domain binding to DNA; P11308; fluorescence polarization, His-ERG Ets domain / labelled DNA; Potency, µM (titrated, usually from 76.9 µM), inactives show top-dose FP activity, negative = inhibition, hits mostly inhibitors; 0.028% of 370,000 active; active = well fitted inhibition curve with a large enough effect in the polarisation, with a control signal flat; inconclusive = small, poorly fitted or top-dose-only effect, or effect the other way, or a change in a side signal; inactive = no such curve, though single readings can be large or run the other way; the % refers to the polarisation;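 also: polarization taken with two DNA probes labelled with fluorescein and Texas red; % of control where 0% means no effect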
#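 His-tagged ERG Ets domain (1 uM in the protein solution; 300mM KCl, 50mM Tris-HCl, 1mM EDTA, 1mM DTT, pH 7.5) received compound, then a probe mix of 5 nM fluorescein-DNA and 100nM Texas-615-DNA. Fluorescence polarization was read for both dyes.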
# HP1b chromo inh: inhibitors of HP1-beta chromodomain binding to methylated histone tails; P83916; AlphaScreen HP1-beta / biotin-H3K9me3 peptide binding; Potency, µM (highest dose often 114 µM), inactives show top-dose activity change, negative = inhibition, most hits filed as inhibitors; 0.56% of 390,000 active; also: nearly all actives have a fitted effect of over 70% in size; inactives centre near 23
# Target sequence (P83916 whole entry, looked up): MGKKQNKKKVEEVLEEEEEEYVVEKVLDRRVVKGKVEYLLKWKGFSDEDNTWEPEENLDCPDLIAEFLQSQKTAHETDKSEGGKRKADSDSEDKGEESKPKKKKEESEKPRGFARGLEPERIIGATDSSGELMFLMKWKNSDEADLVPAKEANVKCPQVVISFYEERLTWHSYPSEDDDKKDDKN
#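 Compound inhibition of the preformed complex between 50 nM HP1-beta and 50 nM biotinylated H3K9me3 peptide was read by AlphaScreen. Buffer was PBS pH 7.4 with 0.01% Tween-20. Incubations ran 30 min at room temperature, with 10 ug/mL donor/acceptor beads.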
# RGS4 inh: inhibitors of human regulator of G protein signaling 4; P49798; Transcreener GDP fluorescence polarization, RGS4-accelerated GTP hydrolysis; Potency, µM (highest dose often 114 µM), for inactives: at the top dose activity change, negative = inhibition, usual class: inhibitors; 0.039% of 390,000 active; AID 504845; also: % is scaled to controls: 0 for no effect and ±100 for the full control effect; nearly all actives have a fitted effect of over 75% in size; some results filed as inactive show a strong effect at the top dose
# Target sequence (P49798 whole entry, looked up): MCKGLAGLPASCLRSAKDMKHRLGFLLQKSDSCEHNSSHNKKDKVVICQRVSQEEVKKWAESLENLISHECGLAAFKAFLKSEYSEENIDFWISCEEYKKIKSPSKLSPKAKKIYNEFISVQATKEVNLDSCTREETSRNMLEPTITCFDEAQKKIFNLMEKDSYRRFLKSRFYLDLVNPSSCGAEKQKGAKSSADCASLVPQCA
#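 MLSMR compounds (23 nl, pin-transferred) preincubated 10 min at room temperature with a 500nM (2x) first reagent, then RGS4 at 900nM (2x) plus Transcreener GDP mix added; fluorescence polarization (620/688 nm) read before and after 90 min at 30 °C.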
# * hit, by the source's call; i = inactive; ? = inconclusive; nt = not tested or not shown; & = joins results of further samples; [ ] = dose if it differs, or a comment. Unless noted, calls follow the shape of the dose curve; as a rule, active = well fitted curve in the direction sought with a large enough effect; inconclusive = small, poorly fitted or top-dose-only effect, or another doubt; inactive = no such curve, though single readings can be large; an effect the other way counts as inactive or inconclusive. Potency is read from the fitted curve at half-maximal effect. This is a subset; count on the stated rates, not on these rows.
SMILES,12-LOX inh,GLS inh,JMJD2A Tudor,Pin1 inh,Tb PGK inh,rTrxR1 inhibitor,ERG Ets-DNA blk,HP1b chromo inh,RGS4 inh
CN(C)c1ccc(NC(=O)CN2CCN(S(=O)(=O)c3cc(Cl)ccc3Cl)CC2)cc1,2%,39%,?,3%,i,20%,-3%,?,-11%
COc1ccc(CCNC(=O)CN2C(=O)NC3(CCOc4ccccc43)C2=O)cc1 (stereo not given),2%,13%,-6%,-1%,1%,-2%[57.1 µM],-14%,21%,14%
COc1ccc(OCc2cc(C(=O)NCc3nc(C)cs3)no2)c(Cl)c1,0%,-4%,-11%,0%,i,3%,5%,33%,-29%
Cc1noc(C)c1C(=O)Nc1nc(-c2ccc(F)cc2)cs1,0%,-1%,-18%,0%,-9%,-5%,15%,21%,-2%
COc1ccc(CC(NC(C)=O)C(=O)NC2CCN(S(=O)(=O)c3ccc(NC(C)=O)cc3)CC2)c(OC)c1 (stereo not given),7%,10%,-6%,-2%,11%,10%,-11%,5%,8%
CC(C)(C)C(=O)NC1(C(F)(F)F)N=C2SCCN2C1=O (stereo not given),12%,2%,2%,?,3%,18%,3%,89%[activator],-10%
S=C(NC1CCCC1)NC1CC1,27%,8%,7%,0%,4%,-8%,-7%,36%,28%
N=c1oc2ccccc2cc1C(=O)Nc1ccccc1,8%,-1%,-14%,-3%,-9%,8%,-5%,20%,-5%
O=C(NCCNS(=O)(=O)c1ccccc1)c1cc(OCC(F)(F)F)ccc1OCC(F)(F)F,-25%,5%,-13%,9%,-8%,17%,-3%,4%,-53%
CCN(CC(=O)Nc1ccc(NC(C)=O)cc1)C(=O)CCCN1C(=O)c2ccccc2C1=O,-29%,1%,5%,-6%,-7%,-4%,-9%,28%,0%
Cc1ccc(CNC(=O)c2ccc3c(c2)N(Cc2ccccc2F)C(=O)c2ccccc2S3(=O)=O)cc1,-12%,-13%,-20%,-7%,i,35%,3%,4%,13%
COc1ccc(CNC(=O)COCc2cc(-c3cccs3)on2)cc1OC,-14%,-2%,-10%,-2%,i,-17%,0%,21%,-10%
Cc1cccnc1NC(=O)Nc1cccc2ccccc12,160%[activator],-6%,-15%,3%,-2%,4%,-8%,10%,-21%
Oc1ccc(Br)cc1-c1ccn[nH]1,?,-9%,-35%,-11%,-1%,-7%,-2%,32%,15%
C#CCOCCOCCOCCNc1nc(N2CCN(C(=O)C([C@@H](C)O)n3cc([C@@H](N)CCCCN)nn3)CC2)nc(N2CCN(C(=O)[C@H](CCC(=O)O)n3cc([C@@H](N)[C@H](C)CC)nn3)CC2)n1 (stereo not given in full),?,-1%,89µM*,-1%,-6%,-10%,-1%,18%,-10%
COC(=O)c1ccccc1S(=O)(=O)N1CCC(C(=O)N(C)CCOc2ccccc2)CC1,-17%,-2%,-7%,8%,-4%,13%,-11%,29%,-15%
CC1CN(C(=O)c2ccc(C(=O)c3ccccc3)cc2)CC(C)O1 (stereo not given),-7%,5%,-13%,-3%,nt,15%,nt,30%,8%
CSCCC(NC(=O)c1cccc(S(=O)(=O)N2CCOCC2)c1)C(=O)Nc1cccc(C)c1 (stereo not given),-10%,-12%,-2%,-2%,-5%,?,3%,20%,-34%
NC(=O)c1nsc(C(=O)N(c2cccc(F)c2)C(C(=O)NCC2CCCO2)c2ccc3ncccc3c2)c1N (stereo not given),-22%,1%,-6%,-1%,-3%,23%,-5%,30%,-32%
COc1ccccc1N1CCN(c2nc3ccc(C)cc3n3nnnc23)CC1,0%,0%,6%,-4%,-7%,-7%,1%,52%[activator],-17%
CCc1nn2c(=O)c(S(=O)(=O)Nc3ccc(Cl)cc3)c(C)nc2s1,-2%&-15%,7%&-6%,-8%&-18%,-5%&2%,-7%&-2%,6%&0%,-7%&-2%,40%&22%[activator],-23%&11%
O=C(NCCc1cccc(Cl)c1)c1ccc2c(c1)OCO2,-25%,-1%,2%,-1%,-1%,18%,-3%,57%[activator],1%
COc1ccc(NC(=O)c2ccc(Oc3ncccn3)cc2)cc1,-12%,3%,-23%,0%,-3%,3%,3%,29%,-5%
COc1ccc(NC(=O)CCCC(=O)c2ccccc2)cc1OC,100%[activator],9%,-13%,-9%,-7%,29%,-6%,26%,4%
Cc1cc2nc(-c3ccc(NC(=O)c4ccccc4F)cc3)oc2cc1C,-5%,-10%,-13%,-14%,-9%,18%,-10%,6%,9%
CCN(CC)S(=O)(=O)c1cc(C(=O)Nc2nncs2)c(Cl)cc1Cl,0%,-2%,-23%,-9%,-1%,-1%,4%,11%,4%
Cc1ccc(C(=O)N2CCc3cc(CNC(=O)COc4ccccc4)ccc32)cc1,-16%,-3%,-28%,33%[activator],-1%,-9%[57.1 µM],3%,12%,-8%
COc1cc(CCC(=O)OCC(=O)Nc2nc(C)c(Cl)cc2Cl)cc(OC)c1OC,-1%,-3%,-6%,0%,4%,8%,nt,7%,30%
O=C(Nc1nc2cc3c(cc2s1)OCO3)C1CCCCC1,150%[activator],7%,-12%,-9%,-7%,22%,8%,33%,-7%
CC(C)(C)c1ccc(C(=O)NNC(=O)C2CCCCC2)cc1,0%,6%,-7%,0%,-8%,15%,8%,52%[activator],1%[11.4 µM]
COc1ccccc1N1CCN(C2CCN(C(=O)COc3cccc(C)c3)CC2)CC1,?,13%,5.6µM*,0%,0%,2%,-4%,?,-35%
CSC(=NC#N)N1CCN(c2ccccc2)CC1,0%,30%,-6%,0%,3%,8%,-3%,27%,2%
O=C(CNC(=S)NC(=O)c1ccc(Cl)cc1)c1ccccc1,?,14%,-3%,0%,-5%,-11%,nt,-7%,-21%
Cc1cccc(NC(=O)CC2C(=O)OCCN2Cc2ccccc2)c1 (stereo not given),-26%,0%,-6%,-1%,-11%,5%,5%,46%[activator],-6%
Cc1ccc(Cl)cc1N1CCN(CC(O)COC(C)C)CC1 (stereo not given),-4%,22%,-9%,-1%,-8%,3%,-7%,41%[activator],21%
Cn1c(CCNC(=O)c2ccco2)nc2cc(NC(=O)c3ccco3)ccc21,0%,4%,3%,0%,3%,-21%,2%,43%[activator],-18%
COc1ccc(OC)c(CCNC(=O)c2c3c(nc4ccccc24)C(=O)N(C2CCCCC2)C3)c1,?,-11%,?,-1%,i,10%[57.1 µM],1%,?,-9%
COc1ccc(CN/C(C)=C(/C#N)C(N)=O)cc1OC,0%,6%,-31%[57.1 µM],1%,3%,0%,-7%,?,?
N#CC1=C(N)C(C#N)(C#N)C(c2ccc[nH]2)C2CCCC=C12 (stereo not given),-30%,11%,-31%,?,nt,11µM*,6%,7%,-22%
Cc1ccc(S(=O)(=O)Nc2cc(Cl)c3oc4c(c3c2)C(=O)CC(C)(C)C4)cc1,-5%,1%,-7%,18%,1%,-11%,9%,37%,8%

# Overlap with the part before: two entries, then new ones.
SMILES,12-LOX inh,GLS inh,JMJD2A Tudor,Pin1 inh,Tb PGK inh,rTrxR1 inhibitor,ERG Ets-DNA blk,HP1b chromo inh,RGS4 inh
N#CC1=C(N)C(C#N)(C#N)C(c2ccc[nH]2)C2CCCC=C12 (stereo not given),-30%,11%,-31%,?,nt,11µM*,6%,7%,-22%
Cc1ccc(S(=O)(=O)Nc2cc(Cl)c3oc4c(c3c2)C(=O)CC(C)(C)C4)cc1,-5%,1%,-7%,18%,1%,-11%,9%,37%,8%
Cc1ccc(Cn2nnc3c(=O)[nH]c(C4CCN(C(=O)Cc5ccccc5F)CC4)nc32)cc1,0%,3%,-30%,-3%,15%,13%,12%,3%,0%
CCOc1cc(C)ccc1OCc1nnc(SCC(=O)c2cccc([N+](=O)[O-])c2)n1CC,5%,18%,-28%,0%,-5%,?,nt,1%,13%
COc1ccccc1OCC(=O)Nc1cc(C)ccc1NC(=O)c1ccco1,i,6%,?,-6%,11%,3%,-7%,14%,13%
CCOc1ccc(/C=C/C2=NNC(=O)CC2)cc1,1%,-2%,-11%,-3%,-9%,14%[57.1 µM],-2%,33%,-27%
Cc1nnsc1C(=O)Nc1ccc(S(=O)(=O)N2CCCCC2)cc1,29%&-11%,4%,-2%,4%,11%,-1%,2%,36%,11%
Cc1cc(C(=O)NCc2ccco2)c2ccccc2n1,8%,-1%,-5%,-1%,-4%,19%[57.1 µM],-4%,29%,-17%
COc1cc(OC)cc(C(=O)Nc2nc3ccc(S(C)(=O)=O)cc3s2)c1,-6%,4%,-10%,52%[activator],-7%,28%,8%,26%,-15%
O=C(Nc1ccc(Cl)c(-c2nc3ccccc3[nH]2)c1)c1cccnc1,9%,2%,-22%,71%[activator],-2%,6%,0%,21%,0%
CC(C)(C)N(Cc1ccccc1)C(=O)COC(=O)CCc1c[nH]c2ccccc12,?,4%,-32%,10%,12%,3%,10%,8%,-25%
CCn1c(=O)c(C(=O)NCCc2ccccc2)c(O)c2ccccc21,?,3%,70%[activator],-4%,7%,12%,-2%,194%[activator],-1%
CCC(=O)N1CCc2cc(S(=O)(=O)CCC(=O)NCc3ccccc3OC)ccc21,15%&-15%,-3%&-2%,-4%&-10%,2%&-7%,-6%,35%&10%[activator],2%&-3%,66%&45%[activator],-5%&-10%
O=C(Nc1ccccc1N1CCCC1)c1ccc([N+](=O)[O-])cc1Cl,-11%,20%,-12%,-1%,-9%,7%,4%,17%,-8%
